# PAX8 reporter: lowers PAX8-driven luciferase in RMG-I cells. RMG-I TPO-luciferase reporter, SteadyGlo, 24 h. inhibition, % at 12.6 µM. 360,000 compounds, 1.2% hits. AID 652154;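 active = mean replicate inhibition at least 60% with every replicate also reaching 60%; inconclusive = only one of the two criteria is met; inactive = mean below 60% and not all replicates reaching 60%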;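 also: luciferase light reporting Pax8 driven TPO promoter activity; plate controls were median of neutral control wells for no effect and mitoxantrone controls for full effect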
# FN deposition inh: fibronectin deposition inhibition. AH1F fibroblasts, Alexa488-fibronectin deposition fluorescence, overnight. inhibition, % at 12.6 µM. 350,000 compounds, 0.086% hits;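 active = mean inhibition across replicates of 30% or more, regardless of how many single replicates reach that level; inconclusive = mean under 30% yet at least half of replicates reach 30%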;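 also: positive control wells lacked labelled fibronectin entirely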
#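 Measured by – fluorescence 485/525 nm · System – AH1F fibroblast monolayer, labelled fibronectin deposition · Amount – 10000 cells per well · Buffer or medium – serum-reduced DMEM (2% serum) · Doses – single dose, pinned · Also added – fluorescent fibronectin at 24 nM final · Schedule – 1 h cell attachment, overnight exposure to compound and label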
# F508del corr: correctors of CFTR F508del function in bronchial epithelial cells; activity (quench increase), % at 7.58 µM; CFBE cells, YFP halide quenching; stimulated with forskolin plus potentiator P3; % fluorescence drop versus neutral controls; 350,000 compounds, 0.36% hits; AID 720511;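 active = mean added fluorescence quench of at least 8% versus neutral control, with both replicates also reaching 8%; inconclusive = only one of the mean or replicate conditions met; inactive = mean below 8% and not both replicates reaching 8%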;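 also: cells transiently co-express mutant CFTR-F508del with the halide-sensitive YFP; corrector assay measuring rescue of mutant channel to the surface after 24 h compound exposure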
# GSIS activator: GLuc luminescence reporter in INS-1E cells, primary screen for activators of glucose-dependent secretion of insulin. INS-1E GLuc reporter insulin secretion, 2-3 h. activation, % at 16.6 µM. 370,000 compounds, 0.61% hits;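 active = lowest replicate activation of at least 40%, so every replicate reaches that level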;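 also: 0% = median of neutral control wells and 100% = median of IBMX positive control wells; some compounds called inactive have numbers as strong as hits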
# miR-122 sensor: miR-122 inhibition in Huh7 cells; Huh7 miR-122 Renilla luciferase sensor, 48 h; neutral wells = 0, positive control = 100; activation (reporter increase), % at 12.5 µM; 340,000 compounds, 0.3% hits; AID 602342;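 active = mean replicate activation score at least 90 and every replicate individually at or above 90; inconclusive = only one of the two criteria met; inactive = neither criterion met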;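 also: higher luciferase means less miR-122 activity so hits act as miR-122 inhibitors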
# DENV2 CPE rescue: DENV2-induced cell death inhibition; CPE inhibition, % at 9.99 µM; 350,000 compounds, 1.7% hits; DENV2-infected cells, cytopathic effect rescue, plate reader; in the data active = CPE inhibition above about 20%, passing the limit was not always enough; inconclusive = no clear call, values can overlap the other calls; tested in BHK-21 cells;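 also: 0% = median of neutral control wells and 100% = median of positive control wells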
# EWS-Fli inh: inhibitors of EWS/Fli oncoprotein transcriptional activity; A673 NR0B1-luciferase reporter, viability-normalised; inhibition, % at 12.6 µM; 350,000 compounds, 0.67% hits; AID 651661;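 active = mean inhibition of at least 50% after viability correction, with every replicate also passing that limit; inconclusive = mean reaches 50% but only one of two replicates passes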;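 also: firefly luciferase signal divided by Alamar Blue viability fluorescence both relative to DMSO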
# Starred values were filed as active, the others as inactive; ? = inconclusive; nt = no result given; & = joins results of further samples; [ ] = another dose, or the depositor's remark.
SMILES,PAX8 reporter,FN deposition inh,F508del corr,GSIS activator,miR-122 sensor,DENV2 CPE rescue,EWS-Fli inh
CN1OC[C@@H]2CN[C@H](c3cccc(N4CCOCC4)c3)C[C@@H]21,0,nt,0.6,-4,4,3,-7
Cc1ccc(S(=O)(=O)NCCC(c2ccc(F)cc2)c2ccco2)cc1 (configuration not stated),7,-4,nt,9,nt,3,9
Cc1cccc(-c2ccc3c(c2)C2CC3CCN2Cc2ccc3c(c2)OCO3)c1 (configuration not stated),-12,5,1.4,-36,6,0,12
CCC(=O)NC[C@@H]1[C@@H](c2ccccc2)[C@H](CO)N1C(=O)C1CCC1,22,nt,-1.2,3,-8[16.7 µM],-16,10
C=CCn1c(-c2cccnc2Cl)nc2ccccc21,16,4,nt,13,nt,3,-12
O=C(Nc1ccc(N2CCN(C(=O)c3ccccc3)CC2)cc1)c1cccs1,-9,-2,-1.1,10,11,-9,-19
CCOC(=O)[C@]12CCC=C1N(Cc1ccc3c(c1)OCO3)C(=O)[C@H](CC(=O)NCc1ccc(OC)c(OC)c1)C2,13,-4,-1.9,-34,nt,-7,3
COc1ccc(C#Cc2cnc3c(c2)C(=O)N([C@@H](C)CO)C[C@H](C)[C@H](CN(C)C(=O)Nc2cccc(OC)c2)O3)cc1,nt,10,-4.8,-19,-16[16.7 µM],nt,7
Cc1cc(C)c(S(=O)(=O)N2CCCC2CNC(=O)c2ccc3c(c2)OCO3)c(C)c1 (configuration not stated),1,-7,1.4,-21,-1,4,10
CNC(=O)C(=O)N/N=C/c1ccccn1,-4,nt,-0.9,-11,-6,-4,0
O=C1NC(Cc2ccccc2)c2nc3ccc(Cl)cc3c(=O)n2-c2cc3ccccc3cc21 (configuration not stated),44,nt,0.4,-15,3,1,2
COCCNc1nc(C)cc(-c2cc(C(=O)NCc3ccccc3)on2)n1,14,-1,0.3,1,-5,3,5
C/C(N)=C(/C#N)C(=O)COC(=O)COc1ccc(Cl)cc1,5&-9,0&1,-1.8,16,0,1,-7
CN(C)S(=O)(=O)c1cccc(NC(=O)CSc2nnnn2-c2ccccc2)c1,11,0,-2.6,-11,nt,-1,5
CCOC(=O)C1(C/C(C)=N/NC(N)=O)CC(C)OC1=O (configuration not stated),1,-1,-1.6,4,-1,11,4
COc1cccc(NC(=O)CN(C)C(=O)c2cc(-c3cccc(Br)c3)nc3ccccc23)c1,26,9,-6.7,1,0,-14,11
CC(CNS(=O)(=O)c1ccc2c(c1)CC(=O)N2C)c1ccccc1 (configuration not stated),-20,12,-4.3,3,1,-7,11
O=C(NCc1ccncn1)[C@H]1[C@H](CO)[C@H]2Cn3c(ccc(-c4cccc(F)c4)c3=O)[C@H]2N1CC1CC1,2,nt,-1.0,0,4[16.7 µM],5,-6
CC=Cc1ccc2n(c1=O)C[C@H]1[C@H](CO)[C@@H](C(=O)NCC3CC3)N(CC3CCOCC3)[C@@H]21 (mixture of isomers),-4,nt,-0.5,3,0[16.7 µM],-9,-3
C[C@@H]1CN([C@@H](C)CO)C(=O)c2cc(C#C[C@@H](C)O)cnc2O[C@@H]1CN(C)C(=O)Cc1ccccn1,nt,-1,-1.3,19,-5[16.7 µM],11,3
CS(=O)(=O)N1CCCC(C(=O)Nc2ccccc2F)C1 (configuration not stated),23,0,-0.8,13,-6,-3,12
CC(C)OC(=O)N(C)C[C@@H]1OCc2cnnn2CCCC(=O)N([C@@H](C)CO)C[C@@H]1C,3&2,-3&-3,1.9&1.1&0.5,3&-8,-2,10&8,15&-3&-3
CN(C)CC#Cc1ccc([C@@H]2[C@@H](CO)N3CCCCN(CC4CC4)C[C@@H]23)cc1,-10,nt,1.2,15,1[16.7 µM],-1,0
CSc1ccccc1C(=O)Nc1ccc(S(=O)(=O)NC2=NCCCCC2)cc1,8,-14,-1.0,-12,19,-2,-3
COc1ccc(C(=O)OCn2nnc3ccccc3c2=O)cc1,-7,-3,-0.1,-1,nt,4,-1
CCCN1CCCCC(NC(=O)c2cccs2)C1=O (configuration not stated),-13,6,0.4,-19,nt,-6,-7
c1coc(-c2nnc(-c3ccc4c(c3)OCO4)o2)c1,nt,nt,-0.5,nt,nt,4,-28
COc1ccc2c(c1)c(C(=O)N/N=C/c1cccs1)c(C)n2C,30,0,1.6,-8,4,3,nt
CC1(C(=O)NS(=O)(=O)c2ccc(F)cc2F)CCN1C(=O)CC(c1ccccc1)c1ccccc1 (configuration not stated),-10,0,0.8,-3,5,-2,2
COc1ccc(N2CCC(N3CCN(C)C(CCO)C3)CC2)cc1 (configuration not stated),-30,-6,0.4,-5,2,-1,-1
CCC(Oc1ccccc1F)C(=O)NCCCn1ccnc1 (configuration not stated),4,-1,-3.3,3,1,?,1
CCCCn1c(N)c(N(CCOC)C(=O)c2sc3ccccc3c2Cl)c(=O)[nH]c1=O,5,-6,-1.2,-4,-2,0,-5
COc1ccc(Cc2nnc(NC(=O)CS(=O)(=O)c3ccc(C)cc3)s2)cc1OC,-9,-6,-2.3,15,nt,4,7
COc1cccc(NC(=O)N[C@@H]2CC[C@H](CC(=O)NCc3ccncn3)O[C@@H]2CO)c1,-2,-11,1.4,1,0[16.7 µM],-6,1
CCS(=O)(=O)c1nc(S(=O)(=O)c2ccc(Cl)cc2)c(N2CCCC2)s1,5,-4,2.7,3,36,-9,3
COc1ccc([C@H]2CC(=O)C=C(c3ccc4c5c(cccc35)CC4)C2)cc1,5,-2,3.1,-14,nt,-2,1
Cc1ccc(NC(=O)c2sc3nc(CCl)[nH]c(=O)c3c2C)c(C)c1,-97,nt,-1.3,4,nt,5,-76
COCCn1c(C)cc(C(=O)CSc2ccc(NC(C)=O)cc2)c1C,-73,7,nt,2,nt,nt,nt
N#CCCN(CCC#N)C(=O)c1ccc2c(c1)OCO2,-3,5,nt,nt,0,nt,nt
Cc1sc2ncnc(Nc3ccc(O)cc3)c2c1C,1,0,3.7,33,-4,2,-44
CSc1ccc(C=O)cc1,nt,nt,0.5,9,-6,13,4
C[C@@H]1CCCCO[C@H](CN(C)S(=O)(=O)c2ccccc2)[C@@H](C)CN([C@@H](C)CO)C(=O)c2cc(NS(=O)(=O)c3cccs3)ccc2O1,28,0,-0.4,-21,-2[16.7 µM],?,-3
CNc1ccc(S(=O)(=O)NCC(=O)OC(C)C(=O)N(C)Cc2ccccc2)cc1[N+](=O)[O-] (configuration not stated),5,6,-1.4,7,5,0,-1
CN(c1cccc(Cl)c1)S(=O)(=O)c1cccc(C(=O)NCc2ccncc2)c1,0,0,-1.7,-14,0,3,3
COC(=O)[C@]1(CCS(=O)(=O)c2ccccc2)N=C(c2ccc(OCCCO)cc2)O[C@@H]1c1ccccc1,17,nt,4.1,nt,nt,-1,14
C[C@@H]1CCCCO[C@@H](CN(C)Cc2ccc3c(c2)OCO3)[C@H](C)CN([C@H](C)CO)C(=O)c2cc(NC(=O)Nc3ccc(F)cc3)ccc2O1,57,nt,-2.7,-36,0[16.7 µM],-7,22
Cc1nc(C(=O)NCCCO)cc2c1[nH]c1ccccc12,-14,8,1.8,-2,nt,-1,1
CC1CN(C(=O)c2ccc(S(=O)(=O)Nc3cccc(C(F)(F)F)c3)cc2)CC(C)O1 (configuration not stated),17,-5,-0.2,1,nt,6,9
COCC(=O)Nc1ccc2c(c1)C(=O)N(C)C[C@@H](OC)[C@H](C)CN(C(=O)c1ccncc1)[C@@H](C)CO2,nt,5,-0.6,7,-3[16.7 µM],7,-4
CC1(C(=O)NCc2cccnc2)CCC(=O)N1CCc1ccccc1 (configuration not stated),13,-8,-0.3,4,0,13,-3
NC(=S)Nc1ccc(Cl)c(Cl)c1,-13,0,-2.6,nt,nt,-2,22
CCOc1ccc(NC(=O)Nc2cccc(C(=O)O)c2)cc1,99*,-9,2.4,4,-4,1,91*
CCC(c1nc2ccccc2[nH]1)N(C(=O)Cc1cc(OC)cc(OC)c1)c1ccc(N2CCOCC2)cc1 (configuration not stated),10,6,3.1,-15,-3,-7,-5
O=C(NCCCc1ccc(F)cc1)C1CCC(=O)N(CC2CCCCC2)C1 (configuration not stated),-3,3,-0.8,-17,11,?,11
CCCCN=C(NNc1ccc(Br)cc1)C(=O)OCC,-2,nt,nt,1,nt,-3,79*
CCOC(=O)[C@H]1[C@H]2COc3ccccc3[C@@H]2N2C(=O)CNC(=O)[C@@]12C,-8,-2,-3.3,12,5,-5,1
CC(=O)Nc1ccc(SCC(=O)Nc2ccccc2N2CCOCC2)cc1,4,nt,4.8,-7,-2,7,6
O=C(C1CC1)N1CCCCN2[C@H](C1)[C@@H](c1ccc(C#CC3(O)CCCC3)cc1)[C@@H]2CO,2,nt,-0.2,nt,-25[16.7 µM],2,2
COc1ccc(OC)c(/C=C/C(=O)OCC(=O)c2c(N)n(C)c(=O)n(C)c2=O)c1,21,8,1.5,10,7,-6,1
COc1ccc(CN(C)CC(=O)NCC(=O)Nc2c(C)cccc2C)cc1,6,4,-3.8,3,nt,-16,6

# More compounds follow:
SMILES,PAX8 reporter,FN deposition inh,F508del corr,GSIS activator,miR-122 sensor,DENV2 CPE rescue,EWS-Fli inh
CO[C@H]1CN(C)C(=O)c2ccc(NC(=O)c3nc4ccccc4s3)cc2OC[C@@H](C)N(Cc2cccnc2)C[C@H]1C,56,0,3.8,-15,-23[16.7 µM],nt,-8
CCC(=O)Nc1cccc(NC(=O)CSc2nnnn2Cc2ccccc2)c1,-1,-1,nt,nt,-8,nt,nt
Cc1cccc(OCC(=O)NCC(C)(C)N2CCOCC2)c1,-8,-5,-2.2,-6,nt,3,3
O=C(CSC1=NCCS1)NC(NC(=O)CSC1=NCCS1)c1ccccc1,7,nt,nt,-18,-8,6,-3
COc1ccc(/C=C/C(=O)NCCCN2CCOCC2)cc1,-7,3,-4.8,7,-1,0,-5
COC(=O)[C@H](Cc1c[nH]c2ccccc12)NC(=O)NCc1ccc(OC)cc1,-3,nt,-1.6,8,nt,6,0
O=S(=O)(c1ccccc1)N1CCCCN2[C@H](C1)[C@@H](c1ccc(C#Cc3cccnc3)cc1)[C@@H]2CO,-51,nt,-0.2,12,-1[16.7 µM],-5,-3
O=C(NC[C@@H]1CC[C@H]2[C@H](CN2Cc2ccc(Oc3ccccc3)cc2)O1)C1CCOCC1,-17,nt,1.7,nt,nt,16,5
Nc1ccc(OC(=O)Nc2ccc(O)cc2)cc1,-44,-4,-2.4,-27,-2,-1,33
CC1(C)CC(NC(=O)c2ccccc2C(=O)NC2CC(C)(C)NC(C)(C)C2)CC(C)(C)N1,-18,-6,nt,7,nt,-1,-11
COc1ccc([N+](=O)[O-])cc1NC(=O)C(C)OC(=O)c1cccnc1 (configuration not stated),-3,-6,nt,10,nt,nt,nt
Cc1csc(SCC(=O)Nc2nccs2)n1,-14,-7,3.6,16,3,-4,8

# Looked up by compound from above, 6 records:
SMILES,PAX8 reporter,FN deposition inh,F508del corr,GSIS activator,miR-122 sensor,DENV2 CPE rescue,EWS-Fli inh
Cc1csc(SCC(=O)Nc2nccs2)n1,-14,-7,3.6,16,3,-4,8
COC(=O)[C@H](Cc1c[nH]c2ccccc12)NC(=O)NCc1ccc(OC)cc1,-3,nt,-1.6,8,nt,6,0
O=C(CSC1=NCCS1)NC(NC(=O)CSC1=NCCS1)c1ccccc1,7,nt,nt,-18,-8,6,-3
CO[C@H]1CN(C)C(=O)c2ccc(NC(=O)c3nc4ccccc4s3)cc2OC[C@@H](C)N(Cc2cccnc2)C[C@H]1C,56,0,3.8,-15,-23[16.7 µM],nt,-8
CC1(C)CC(NC(=O)c2ccccc2C(=O)NC2CC(C)(C)NC(C)(C)C2)CC(C)(C)N1,-18,-6,nt,7,nt,-1,-11
CCC(=O)Nc1cccc(NC(=O)CSc2nnnn2Cc2ccccc2)c1,-1,-1,nt,nt,-8,nt,nt

# Screening data as filed in PubChem.
